PLCb3 inh – blocks human PLC-beta3 enzyme activity. Q01970. 0.18% of 370,000 active. inhibition, % at 12.2 µM. AID 720704. Purified PLC-beta3, fluorogenic substrate, fluorescence; in the data active = inhibition above about 11%;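 note: 0% = median of compound wells on plate and 100% = full blocker control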
Target sequence (Q01970 whole entry, looked up): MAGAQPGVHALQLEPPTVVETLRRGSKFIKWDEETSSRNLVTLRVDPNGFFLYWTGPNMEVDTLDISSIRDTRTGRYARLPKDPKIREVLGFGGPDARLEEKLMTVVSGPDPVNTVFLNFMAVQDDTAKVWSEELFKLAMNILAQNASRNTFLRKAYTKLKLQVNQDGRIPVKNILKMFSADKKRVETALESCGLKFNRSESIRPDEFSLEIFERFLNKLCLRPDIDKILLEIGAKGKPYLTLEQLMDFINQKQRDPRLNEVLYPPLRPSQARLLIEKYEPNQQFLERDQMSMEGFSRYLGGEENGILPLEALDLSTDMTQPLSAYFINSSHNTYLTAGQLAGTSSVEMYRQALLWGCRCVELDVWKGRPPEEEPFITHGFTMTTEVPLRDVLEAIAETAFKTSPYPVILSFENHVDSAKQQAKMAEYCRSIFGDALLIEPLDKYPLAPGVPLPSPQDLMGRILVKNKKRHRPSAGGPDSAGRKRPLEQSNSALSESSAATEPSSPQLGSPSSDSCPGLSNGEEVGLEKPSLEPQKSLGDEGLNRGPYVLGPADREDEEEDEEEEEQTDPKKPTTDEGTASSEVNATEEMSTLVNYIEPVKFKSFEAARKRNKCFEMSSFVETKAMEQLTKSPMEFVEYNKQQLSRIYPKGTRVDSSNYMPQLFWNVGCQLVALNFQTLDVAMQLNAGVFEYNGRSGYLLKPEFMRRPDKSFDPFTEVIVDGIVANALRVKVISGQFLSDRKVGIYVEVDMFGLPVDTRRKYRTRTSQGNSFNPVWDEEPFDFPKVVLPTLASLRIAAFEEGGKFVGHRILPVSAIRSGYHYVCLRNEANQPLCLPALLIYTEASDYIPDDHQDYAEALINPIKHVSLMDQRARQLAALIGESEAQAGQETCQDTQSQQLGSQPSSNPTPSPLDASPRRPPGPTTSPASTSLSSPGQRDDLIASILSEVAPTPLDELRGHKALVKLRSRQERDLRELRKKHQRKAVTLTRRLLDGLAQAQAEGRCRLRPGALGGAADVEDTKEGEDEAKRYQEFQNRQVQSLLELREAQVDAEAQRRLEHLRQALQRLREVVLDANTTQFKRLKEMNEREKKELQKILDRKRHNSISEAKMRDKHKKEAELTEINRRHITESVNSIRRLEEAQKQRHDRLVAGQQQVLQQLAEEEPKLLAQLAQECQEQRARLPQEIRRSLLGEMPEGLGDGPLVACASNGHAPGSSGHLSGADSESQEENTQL
proKLK7 act – activates the human kallikrein-7 zymogen | 0.9% of 370,000 active | activation, % at 7 µM | P49862 | purified proKLK7, EDANS-DABCYL substrate fluorescence; 100% is mature enzyme control, 0% vehicle | AID 652039;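 active = activation above the mean of all tested compounds plus 3 SD, computed per campaign excluding outliers beyond control limits, cut at about 13% in these data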
ARFGAP1 inh – rat ARFGAP1 inhibition. Arfgap1-stimulated ARF1 GTP hydrolysis, GDP FP detection. inhibition, % at 16.5 µM. 0.26% of 360,000 active;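 active = inhibition above a per-plate limit, mean inhibition of low control wells plus 3 SD, cut at about 25% in these data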;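 note: 0% = DMSO wells with enzyme and 100% = wells lacking Arfgap1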
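Repeats: one replicate per compound; assay system: rat Arfgap1 catalytic domain, aa 1-136; times: enzyme reaction 120 min at 25 °C after 20 min preincubation; detection: FP of antibody-bound GDP Alexa 633 tracer, ex 620/em 688 nm; benchmarks: high control wells lacking Arfgap1, low control full reaction with DMSO; reagent: human ARF1(Δ1-17)-GTP substrate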
DDE Tn7 FP inh – DD(E)-Tn7 binding inhibition, primary FP screen; P02675; FP displacement of FITC-Tn7 peptide from fibrin DD(E); 0% = median of compound wells per plate; inhibition, % at 8.3 µM; 0.13% of 370,000 active; AID 720508;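 active = inhibition above the mean of compounds falling within the control limits plus 3 SD of them, cut at about 14% in these data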;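 note: 0% = plate median of compound wells and 100% = 10 µM Aha-Tn7 peptide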
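Test system: human clot-derived fibrin DD(E) complex / Quantity: 2 µM final DD(E) protein / Incubation: 10 min plus 3 h, room temperature / Measured by: fluorescence polarization / Benchmarks: high control of 10 µM Aha-Tn7 peptide / Replicates: singlicate testing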
PLC-gamma1 inh – PLC-gamma1 (human) inhibition, primary screen | purified PLC-gamma1, fluorogenic substrate, fluorescence | 0.84% of 370,000 active | inhibition, % at 12.2 µM | P19174; in the data active = inhibition above about 9.5%
Tn6 DDE FP – disrupts Tn6 cyclic peptide binding to fibrin D-Dimer-E complex. inhibition, % at 8.3 µM. 0.21% of 370,000 active. AID 720509. P02675. Fibrin DD(E) TRITC-Tn6 fluorescence polarization displacement;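 active = inhibition above a per-campaign cutoff: mean of compounds within control limits plus 3 SD, cut at about 15% in these data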;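 note: 0% = median of all compound wells on the plate and 100% = blocking peptide control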
UHRF1 binding – UHRF1 methyl-DNA binding inhibition; Q96T88; UHRF1 binding to methylated oligo, TR-FRET; inhibition, % at 4.4 µM; 0.75% of 370,000 active; AID 687016; in the data active = inhibition above about 21%;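 note: UHRF1 SRA domain binding a hemimethylated CpG hairpin DNA probe; 0% = median of test compound wells and 100% = reference inhibitor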
NR1D1 modulator – modulates human Rev-erb alpha binding to DNA; P20393; Rev-erbα–FITC-DNA binding, fluorescence polarization, 90 min; activity, % at 10 µM; 0.79% of 370,000 active; AID 1259318;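 active = activity above about 14%, limit read from the data; passing the limit was not always enough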;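 note: 0% = DMSO wells with 35 nM protein and 100% = DMSO wells with 750 nM protein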
HGIII-sPLA2 inh – Inhibits HGIII-sPLA2 liposome hydrolysis, primary screen; inhibition, % at 12.2 µM; 0.56% of 370,000 active; QFRET BODIPY PC-A2 liposome hydrolysis, fluorescence; Q9NZ20;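 active = inhibition above mean plus 3 SD of compounds lying within the high and low control bounds, cut at about 19% in these data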;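 note: 0% = median of test compound wells and 100% = no enzyme DMSO wells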
ASAP1 inh – ASAP1 ArfGAP inhibition. inhibition, % at 16.5 µM. 0.19% of 360,000 active. ASAP1-stimulated ARF1 GTP hydrolysis, GDP FP detection. Q9ULH1; in the data active = inhibition above about 25%;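 note: 0% = vehicle with enzyme and substrate and 100% = no enzyme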
* = called active by the depositor; nt = not tested or not shown.

SMILES	PLCb3 inh	proKLK7 act	ARFGAP1 inh	DDE Tn7 FP inh	PLC-gamma1 inh	Tn6 DDE FP	UHRF1 binding	NR1D1 modulator	HGIII-sPLA2 inh	ASAP1 inh
COc1cccc(CNC(=O)CCC2CCCN(C/C=C/c3ccccc3OC)C2)c1 (centres undefined)	1	11	1	0	0	-6	2	-3	-13	-1
CN(C)c1cccc(C(=O)OC(C(=O)Nc2ccc([N+](=O)[O-])cc2Br)c2ccccc2)c1 (centres undefined)	-1	0.4	14	0	1	1	1	1	7	8
CC(=O)Nc1ccc(S(=O)(=O)NCCC(=O)OCC(=O)c2cc(C)ccc2C)cc1	2	0.0	-3	1	1	-2	2	-9	-19	2
O=C(Nc1ccccc1C(=O)N1CCCC1)c1cccc(S(=O)(=O)N2CCCCCC2)c1	-3	0.1	3	-6	0	1	3	-3	-8	13
Cc1cc(NC(=O)c2ccccc2)n(C)n1	1	-0.1	-3	6	1	2	1	0	13	0
COCC(C)NS(=O)(=O)c1ccc(NC(=O)c2ccccn2)cc1 (centres undefined)	-4	0.4	13	-9	5	4	3	4	0	10
Cc1cc(Cl)c(S(=O)(=O)NCc2ccncc2)cc1OCC(N)=O	3	0.1	1	3	5	-2	1	3	5	-10
CC(C)CC(=O)Nc1ccc(Nc2ccccc2)cc1	-3	0.1	-10	6	-3	-1	-2	1	-7	-2
C=CCSc1nc2ccsc2c(=O)n1-c1ccccc1	0	0.2	3	-5	0	9	0	4	2	2
CN(C)c1ccc(/C=C/C(=O)c2ccccc2O)cc1	-6	1.0	-2	0	-5	1	-2	2	2	0

Copied from the list.
Value of Cc1cc(Cl)c(S(=O)(=O)NCc2ccncc2)cc1OCC(N)=O under HGIII-sPLA2 inh: 5
Value of Cc1cc(NC(=O)c2ccccc2)n(C)n1 under ASAP1 inh: 0
Value of COCC(C)NS(=O)(=O)c1ccc(NC(=O)c2ccccn2)cc1 (centres undefined) under Tn6 DDE FP: 4

(further entries)
SMILES	PLCb3 inh	proKLK7 act	ARFGAP1 inh	DDE Tn7 FP inh	PLC-gamma1 inh	Tn6 DDE FP	UHRF1 binding	NR1D1 modulator	HGIII-sPLA2 inh	ASAP1 inh
Cc1cc(C)n(-c2nc(NCCO)c3c4c(sc3n2)CCCC4)n1	4	-0.3	2	-6	1	12	5	1	-2	4
CN(C)C(=O)c1ccc(-c2cc(C(F)(F)F)nn2C)s1	-2	0.2	8	2	1	10	1	-3	-4	6
O=C(COC(=O)c1cc(S(=O)(=O)N2CCOCC2)ccc1O)NCCc1ccccc1	-11	-2.0	1	4	-4	-2	-1	-5	0	-2
COc1cc(OC)cc(C(=O)Nc2nc3ccc(S(C)(=O)=O)cc3s2)c1	-9	0.2	-2	3	-10	5	-1	33*	-2	2
Cc1ccc2cccc(OC(=O)c3c(F)cccc3Cl)c2n1	3	0.2	-6	2	9	-1	1	0	-1	-6
Cc1nc2nc(-c3ccco3)nn2c(C)c1Cl	-274	1.5	-15	6	-245	1	3	-1	4	8
CC(=O)C1C(c2ccc(Cl)cc2)NC(=O)NC1(O)C(F)(F)F (centres undefined)	2	-0.8	-1	1	-4	-7	1	4	-5	14
COc1cc(CN2CCCC(CCC(=O)NCc3ccc(C)o3)C2)cc2c1OCO2 (centres undefined)	-2	0.7	-3	6	-1	-5	7	-4	0	-2
Cc1noc(C)c1CSCC(=O)Nc1cc(C(F)(F)F)ccc1N1CCCCC1	0	-0.1	10	5	3	-2	2	4	11	-10
O=C(NCc1cccnc1)C(=O)Nc1nc(C23CC4CC(CC(C4)C2)C3)cs1	-7	0.0	-1	1	2	-3	-1	1	2	0
COC(=O)c1cc(NC(=O)C2COc3ccccc3O2)ccc1Cl (centres undefined)	5	-0.3	-8	-8	4	3	-2	4	-3	-2
Cc1cc(C(=O)N2CCOCC2)ccc1[N+](=O)[O-]	-6	-0.8	-7	0	0	0	0	-3	4	-10
COc1ccc(OC)c(N=c2oc3c(OC)cccc3cc2C(=O)NCc2ccco2)c1	-32	-1.4	-1	4	-20	8	-4	4	2	2
O=S(=O)(Cc1ccc(Cl)cc1)c1ccccc1-c1nnc(-c2ccccc2)o1	3	0.3	2	0	-1	-1	-1	-1	-6	-2
CCCNC(=O)CCn1nc(-c2ccc(Cl)cc2)c2ccccc2c1=O	-9	0.2	3	-1	2	-2	-1	-1	-2	2
CCN(CC)CC#CCC(O)(c1ccccc1)c1ccccc1	-2	-0.3	-3	-4	2	-8	-1	5	-17	6
C=CCC1c2cccc(C(=O)O)c2C(=O)N1c1cccc(C)c1 (centres undefined)	-1	-0.7	0	-7	0	2	-1	1	-3	-16
COc1cccc(N2CCN(CC(=O)C34CC5CC(CC(C5)C3)C4)CC2)c1	0	0.1	-9	2	0	-2	-2	5	1	-7
CC[C@@]1(C(=O)OC)N[C@H](CN(C)S(=O)(=O)c2ccccc2)[C@@H]2C(=O)N(Cc3ccccc3)C(=O)[C@@H]21	1	0.6	5	-11	3	2	-2	1	9	1
CCOC(=O)CNC(=O)C1(NC(=O)CNC(=O)OCc2ccccc2)CCCC1	3	-0.6	7	-6	10*	7	6	2	0	-9
CCOC(=O)C(=O)Nc1nnc(COc2ccccc2)s1	-1	-0.3	12	-6	1	-2	0	-3	-3	1
Cc1ccc(CN=C(Nc2ccccc2)NC2CCCCC2)cc1	4	-0.3	-10	6	0	-1	-2	4	3	1
Cc1cccc(/C=N/NC(=O)c2cc(-c3cccnc3)nc3ccccc23)c1	-4	-0.5	7	6	-1	3	-4	4	2	-14
CCOC(=O)c1c(NC(=O)COC(=O)CCOc2ccc(C)cc2)sc(C(=O)N(C)C)c1C	-2	-0.6	8	9	-1	-1	0	-2	-3	4
O=C(NCC12CC3CC(CC(C3)C1)C2)c1cc2n(n1)C(C(F)(F)F)CC(c1ccco1)N2 (centres undefined)	-2	-0.5	-3	12	-5	0	13	0	-6	-2
CN1CCN(C(=O)c2cc3nc(-c4ccc(Cl)cc4)cc(C(F)(F)F)n3n2)CC1	-47	-0.5	0	6	-41	1	-2	-6	10	-5
COc1ccc(C2(O)CCN(C(=O)c3c(F)cccc3F)CC2)cc1	4	0.0	-4	-3	3	-2	-2	1	-1	17
O=C(CN1CCN(c2ccccn2)CC1)Nc1ccccc1	4	0.9	-5	-6	2	10	0	-6	4	0
Cc1cccc(C)c1-n1nnnc1C(c1ccnc2ccccc12)N1CCN(C/C=C/c2ccccc2)CC1 (centres undefined)	-1	0.0	-5	-1	0	-5	1	0	-16	14
CC(C)S(=O)(=O)N1CCCC(C(=O)c2cccc(Cl)c2)C1 (centres undefined)	-6	0.6	-4	2	-3	2	3	-2	4	15
CN(C)CCCO/N=C(\c1ccccc1)c1ccncc1	-2	-0.1	1	4	0	-3	5	0	11	-14
O=[N+]([O-])c1cccc(S(=O)(=O)NCC2CCCO2)c1 (centres undefined)	3	-0.5	9	-4	6	-1	5	0	18	-1
CCN(CCn1cccn1)Cc1nc(-c2ccccc2)no1	-11	0.3	10	-6	0	1	-1	1	-4	-1
CCOC(=O)C1CCCN(c2nnnn2-c2ccccc2)C1 (centres undefined)	-3	-0.1	2	5	-1	-2	1	0	2	0
NNC(=O)c1nc(-c2ccccc2)n2c1CCCCC2	-2	-0.6	-1	-6	-1	2	-4	-1	12	14
CC1CCc2c(sc3nc(CSc4ncn[nH]4)[nH]c(=O)c23)C1 (centres undefined)	-1	0.2	-3	-2	-2	2	-7	-1	-42	11
O=c1[nH]n2c(=O)c3c([nH]c2c1N=Nc1cccc(Cl)c1)CCC3	7	0.2	-6	-2	10*	-17	-14	-27	7	15
COc1ccc(O)c(-c2cc(-c3cccc(Br)c3)n[nH]2)c1	-1	0.1	9	3	0	-25	2	2	-14	8
Cc1nc(C2CCCCC2)c(-c2ccccc2)c(N2CCOC2=O)c1C	-2	0.6	-14	-4	-54	2	-3	0	2	4
CC1CCCCC12NC(=O)N(CC(=O)N1CCN(S(=O)(=O)c3ccc(Cl)s3)CC1)C2=O (centres undefined)	0	0.4	21	4	0	1	6	-4	-5	-13
CN1CCN(/C=N/c2c(C#N)cnn2Cc2ccccc2)CC1	2	0.3	2	2	1	-1	4	0	9	-2
CC1CN(C(=O)c2ccccc2)OC(c2ccc3c(c2)OCO3)O1 (centres undefined)	-2	-0.2	-3	15*	0	6	-3	-1	1	-3
O=C(Nc1ccc2c(c1)OCO2)O[C@@H]1CC[C@@]23CCCN2C(=O)CCC[C@H]3C1	-1	nt	nt	6	-1	1	1	-4	-1	nt
O=C(NC(=S)Nc1ccccc1N1CCCC1)c1ccccc1Br	-42	0.1	-5	8	-23	8	-9	4	-1	-3
COC(=O)[C@]12C[C@H](CC(=O)NCc3ccc(C)o3)C(=O)N(Cc3ccco3)C1=C[C@H](COCc1ccccc1)O[C@@H]2C	4	0.3	nt	-3	5	-1	4	-4	-6	nt
CN(C(=O)Cc1ccccc1)n1cnnc1	1	-0.3	15	4	0	5	20	0	3	4
N/C(Cc1ccc(Cl)c(Cl)c1)=N\OC(=O)c1ccc(Br)o1	-4	-0.3	12	-8	1	-1	-1	-1	-2	14
CC(NC(=O)c1ccccc1F)c1nnc(SCC(=O)N2CCN(c3ccccc3)CC2)n1C (centres undefined)	-4	-0.2	15	0	-2	-5	16	-1	10	5
COc1cccc(CN2C(=O)CCC2(C)C(=O)NCCc2ccc(OC)c(OC)c2)c1 (centres undefined)	-2	-0.3	-6	-5	4	-8	0	-1	3	3
Cc1ccc(NC(=O)CCCn2c(=O)oc3ccccc32)c(O)c1	-7	0.8	-14	2	3	-2	-3	3	-13	-3

(list continues)
SMILES	PLCb3 inh	proKLK7 act	ARFGAP1 inh	DDE Tn7 FP inh	PLC-gamma1 inh	Tn6 DDE FP	UHRF1 binding	NR1D1 modulator	HGIII-sPLA2 inh	ASAP1 inh
O=c1[nH][nH]c(-c2ccccc2)c1C=Nc1ccc(OC(F)(F)F)cc1	-5	-0.4	-8	-1	-2	0	0	0	-1	1
Cc1cc(C)n(CC(O)COc2ccc(Cl)cc2)n1 (centres undefined)	-2	0.0	1	4	7	-2	0	-2	-7	2
Cc1ccc(N=N/C(=C\O)C(=O)c2ccc(Cl)cc2)cc1	-2	-0.2	-15	0	0	1	-1	1	2	2
O=C(O)c1ccc(-c2cccc([N+](=O)[O-])c2)o1	-2	1.1	3	-4	2	3	16	5	1	2
COc1cc(OC)cc(C(=O)NNC(=O)CN2C(=O)NC3(CCCC3)C2=O)c1	-7	0.0	4	3	1	9	-2	3	2	-7
COc1ccc(CN2C(NC(=O)OCc3ccccc3)=NC3=CC(C)(C)n4c(=O)n(-c5ccccc5)c(=O)n4C32)c(OC)c1 (centres undefined)	-19	-1.3	nt	-3	-17	-2	-2	1	3	nt
Cc1ccc(C2(c3noc(CN(C)CCCN4CCOCC4)n3)CCCC2)cc1	4	-0.3	-4	-5	3	-2	-4	0	-3	0
CC1CCCC(NC(=O)CSC2CCCCC2)C1C (centres undefined)	-3	0.7	-12	9	3	-10	2	-2	5	-9

Assay outcomes as filed in PubChem BioAssay.
